Bioassay records deposited in PubChem BioAssay by several laboratories.
XIAP antagonists: XIAP antagonists, biochemical, IAP family, fluorescence polarization (AID 1018); E3 ubiquitin-protein ligase XIAP (Homo sapiens); XIAP BIR domain, fluorescence polarization peptide displacement; higher % means a stronger effect; displacement, % at 20 µM, or IC50 in µM where a hit was titrated; hit rate 0.007% among 200,000; in the data active = displacement above about 50%; also: a part of the inactive calls stands beside numbers as strong as those of hits
PMI inhibition: human PMI inhibitors, high substrate, primary screen, biochemical, fluorescence intensity, high mannose 6-phosphate (AID 1220); recombinant PMI enzyme, coupled fluorescence intensity; higher % means a stronger effect; hit rate 0.66% among 190,000; Mannose-6-phosphate isomerase (Homo sapiens); inhibition, % at 20 µM, or IC50 in µM where a hit was titrated
P. falciparum M1AAP: P. falciparum M1AAP inhibitors, biochemical, fluorogenic H-Leu-NHMec substrate, 1536-well (AID 1445); Aminopeptidase N (Plasmodium falciparum (isolate 3D7)); one-dose inhibition, % at 30 µM; IC50 in µM for titrated hits; recombinant M1AAP, H-Leu-NHMec fluorogenic kinetic assay; higher % means a stronger effect; hit rate 0.42% among 220,000;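 active = primary inhibition above the hit cutoff, then over 50% inhibition at one or more dose response concentrations, cut at about 23% in these data, passing the limit was not always enough; inconclusive = conflicting primary data, or primary hits not chosen for dose response; inactive = low primary inhibition, or under 50% at every dose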;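 also: plate controls were DMSO full reaction for no effect and no enzyme background for full effect; strong numbers were not always called active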
LYP inhibition: inhibitors of LYP phosphatase, biochemical, fluorescence intensity, uHTS (AID 1779); Tyrosine-protein phosphatase non-receptor type 22 (Homo sapiens); recombinant LYP phosphatase, fluorescence intensity; higher % means a stronger effect; inhibition, % at 11.5 µM; hits with a dose series show IC50 in µM; hit rate 0.054% among 290,000;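 also: plate controls were vehicle with enzyme for no effect and no enzyme for full effect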
Myeloid diff MLP: induction of myeloid progenitor differentiation, primary screen, cell-based, flow cytometry, MLPCN library. hit rate 1% among 360,000. ER-HoxA9 myeloid progenitors, lysozyme-GFP differentiation. AID 624256, 2012. calls only at 10 µM;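 active = normalized GFP-positive differentiation at or above the plate's own cutoff, the solvent-only control mean plus 3 SD; inconclusive = no clear call, values can overlap the other calls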;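 also: cells exposed to compound for four days before flow analysis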
TNAP activators: human TNAP enzyme activators, primary screen, biochemical, luminescent, no phosphate acceptor, uHTS (AID 1001). purified TNAP, luminescent activation assay, no phosphate acceptor; higher activation fold means a stronger effect. activation fold at 20 µM; hits with a dose series show EC50 in µM. hit rate 0.03% among 200,000; in the data active = activation fold from about 3, or a potency from the dose series; inactive = the rest, 99 in 100 with activation fold below about 1.6; also: many of its hits are not listed in these tables
P. falciparum M17LAP: P. falciparum M17LAP inhibitors, primary screen, biochemical, fluorogenic H-Leu-NHMec substrate, 1536-well (AID 1619). Leucine aminopeptidase (Plasmodium falciparum (isolate 3D7)). recombinant M17LAP, H-Leu-NHMec fluorogenic kinetic assay; higher % means a stronger effect. inhibition, % at 30 µM, or IC50 in µM where a hit was titrated. hit rate 0.38% among 220,000;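 active = compound inhibiting the enzyme by more than half at any dose during confirmatory dose-response retesting; inconclusive = strong single-dose inhibitors picked by rank but not retested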;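 also: plate controls were full reaction with DMSO carrier for no effect and no enzyme background for full effect; strong numbers were not always called active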
CSM14.1 death rescue: rescue of cells from ER stress-induced death, primary screen, 384-well, CSM14.1, thapsigargin, ATP luminescence (AID 1222) | CSM14.1 thapsigargin-induced death rescue, ATP luminescence; higher % means a stronger effect | cellular ATP content (survival), % at 20 µM, or EC50 in µM where a hit was titrated | 190,000 tested, under 10 active;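 active = EC50 below 50 µM in the dose-response confirmation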;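 also: death triggered by thapsigargin at about 15 µM added after 2 h compound pretreatment; cell ATP read after overnight thapsigargin exposure of roughly 18 to 22 hours; normalized against plate controls of thapsigargin alone and 5% DMSO vehicle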
human PMI inhibition: inhibitors of human PMI, primary screen, biochemical, fluorescence intensity, coupled assay (AID 1209); Mannose-6-phosphate isomerase (Homo sapiens); purified PMI enzyme, coupled fluorescence intensity; higher % means a stronger effect; inhibition, % at 20 µM; hits with a dose series show IC50 in µM; hit rate 0.42% among 190,000;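 also: plate controls were DMSO vehicle for no effect and wells lacking substrate for full effect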
Myeloid diff MLP GFP+ MAC1+ %: further read-out of Myeloid diff MLP, marked with its call; GFP+ MAC1+ double positive, %; measured here: differentiation confirmed by MAC1 staining
Active calls of the source: *; i = inactive; ? = inconclusive; / = not tested or not shown. Rule as the data show it, unless noted: active = inhibition above about 50%; inactive = the rest. Hits appear at their usual frequency. Share with any hit: about 2.7%.

SMILES	XIAP antagonists	PMI inhibition	P. falciparum M1AAP	LYP inhibition	Myeloid diff MLP	Myeloid diff MLP GFP+ MAC1+ %	TNAP activators	P. falciparum M17LAP	CSM14.1 death rescue	human PMI inhibition
COC(=O)[C@H](C)NC(=O)Nc1cccc(Br)c1	/	/	1%	-8%	i	0.3	/	-1%	/	/
COc1ccc(/C=N/Nc2cc(C)nc(NS(=O)(=O)c3ccc(C)cc3)n2)cc1	-4.4%	-7%	7%	0%	i	0.2	1	6%	2.8%	-2%
O=c1[nH]c(N/N=C/c2ccccc2Br)nnc1-c1ccccc1	-12%	1%	-5%	4%	i	0.2	1	9%	-1.1%	3%
N#CC(C#N)=Cc1cccn1-c1ccc(S(N)(=O)=O)cc1	-2.3%	0%	8%	-6%	i	0.2	1.1	45%	0.3%	-5%
CCOC(=O)c1c(/N=C/c2ccccc2O)sc2c1CCC2	4.4%	10%	1%	-4%	i	0.6	1.1	-1%	3.0%	13%
COc1ccccc1N1CCN(C(c2cc3cc(C)ccc3[nH]c2=O)c2nnnn2C2CCCC2)CC1 (stereo not drawn)	-4.0%	12%	12%	2%	i	2.2	1.1	-1%	5.3%	30%
Cc1nnc(SCC(=O)n2c3c(c4ccccc42)CCCC3)s1	-7.7%	10%	-6%	6%	i	0.2	1	-9%	-2.1%	10%
N#Cc1nc(-c2ccco2)oc1NCc1cccnc1	-3.3%	-2%	4%	-3%	i	2.3	1.1	13%	-4.7%	0%
CCn1c(COc2ccc(=O)n(-c3ccccc3)n2)nnc1SCc1ccccc1	-3.2%	0%	2%	-2%	i	2.4	1	2%	-0.9%	2%
N#CC1=C(S)N(c2ccc(F)cc2)C2(CCCCC2)NC1=O	-2.9%	0%	2%	0%	i	0.2	1.2	0%	0.1%	0%
COc1ccc(Nc2nc(-c3sc(NC(C)=O)nc3C)cs2)cc1	-1.9%	-34%	6%	-6%	/	/	1.2	18%	1.2%	0%
CCOC(=O)c1ccc(NC(=S)Nc2ccc(C)cc2)cc1	-5.9%	-8%	-1%	-1%	i	0.4	0.9	-3%	-1.4%	-9%
CC(C)COC(=O)C(N)C(C(=O)OCC(C)C)c1ccccc1 (stereo not drawn)	-1.5%	0%	6%	-10%	i	0.7	1.2	0%	-1.3%	-4%
O=C(COc1ccc(Cl)cc1Cl)NNC(=S)Nc1ccc(F)cc1	-1.9%	3%	2%	-1%	i	4.2	1	23%	-1.0%	9%
C=CCNC(=O)c1ccc(OC2CCN(S(=O)(=O)N(C)C)CC2)cc1	-20%	12%	9%	-8%	i	0.4	1.1	13%	2.9%	9%
CCOC(=O)c1cnc2ccc(C)cc2c1Nc1ccc(N2CCOCC2)cc1	-4.3%	22%	8%	0%	i	0.6	1.1	4%	0.1%	22%
O=C(Nc1nnc(-c2ccc(Cl)cc2)o1)Nc1ccccc1Cl	-0.8%	7%	5%	-1%	i	0.1	1	8%	-0.8%	8%
CCOC(=O)C1CCCN(S(=O)(=O)c2cc(OCC(N)=O)c(C)cc2Cl)C1 (stereo not drawn)	-7.4%	-2%	6%	-4%	i	0.5	1.1	13%	-3.2%	4%
CC1(C)NC(C)(C)/C(=C\c2cccs2)C(=O)C1=O	-0.7%	1%	/	-2%	i	0.1	1.1	/	-0.7%	1%
CCOc1ccc(NC(=O)c2ccc(NC(=O)COC(=O)Cc3ccc(OC)cc3)cc2)cc1	-2.5%	-11%	11%	-11%	i	1.0	1	17%	1.0%	-8%
C=CCN1C(=O)C(O)(CC(=O)c2ccc(-n3cccc3)cc2)c2ccccc21 (stereo not drawn)	-10%	10%	10%	5%	i	0.7	1	-3%	-2.5%	14%
COc1ccc(-c2cc(-c3cccs3)nc(OC)c2C#N)cc1OC	-4.2%	11%	5%	5%	i	0.3	1	-3%	-1.1%	11%
O=C(CNC(=O)c1cccc(F)c1)N/N=C/c1cc(Br)ccc1OC(=O)/C=C/c1ccco1	-3.0%	-8%	33%	5%	i	0.3	1.1	15%	0.7%	-4%
COCC(C)NC(=O)CSc1nc2ccccc2n1CCc1ccccc1 (stereo not drawn)	-4.7%	-7%	15%	-9%	i	0.3	1.1	5%	-4.4%	-1%
CC(C)(C)c1cc(OC(=O)c2ccccc2F)ccc1O	-3.2%	38%	2%	-1%	i	0.9	1	11%	-0.8%	19%
C=CCn1c(C)cc(C(=O)CSc2ccc(NC(C)=O)cc2)c1C	-0.2%	7%	5%	-1%	i	0.9	1.1	7%	-2.3%	8%
CCOc1ccc(-c2n[nH]c(C)c2Oc2ccccc2OC)c(O)c1	-2.5%	2%	0%	3%	i	3.3	1.2	9%	0.3%	3%
COc1ccc(CCN=C(C)C2=C(O)C(c3ccccc3)OC2=O)cc1OC (stereo not drawn)	-2.2%	-6%	1%	-4%	i	0.6	1.1	1%	-1.0%	-1%
O=C(CSc1ncccn1)N1CCN(Cc2ccccc2)CC1	-3.9%	0%	0%	-1%	i	0.6	1.1	6%	-3.1%	-5%
CC(C)OC(=O)c1c(NC(=O)Cn2cnc([N+](=O)[O-])n2)sc2c1CCCC2	-0.1%	22%	3%	9%	i	0.8	1.1	5%	-1.3%	21%
CCNC(=O)COC(=O)c1ccc(S(=O)(=O)N2CCCCCC2)cc1	-3.6%	4%	3%	-5%	i	1.3	1.1	4%	-1.4%	6%
CCc1cccc(NC(=O)Cc2ccc(OC)c(OC)c2)c1	0.9%	-6%	15%	-6%	i	1.3	1.1	13%	-2.5%	-4%
COc1ccccc1N1CCN(C(=O)c2ccc3c(Cl)c4c(nc3c2)CCCC4)CC1	-11%	14%	5%	0%	i	2.9	1	12%	-1.6%	8%
CCCCC(=O)OCC(=O)c1cc(C)n(-c2c(C)n(C)n(-c3ccccc3)c2=O)c1C	-5.5%	5%	0%	-6%	i	3.0	1	-1%	-0.1%	2%
Cc1ccc(-c2cc(C(=O)OCC(=O)Nc3cc(C)on3)c3ccccc3n2)c(C)c1	-5.5%	16%	11%	4%	i	0.7	1	-4%	1.0%	22%
Cc1ccnc2nc(C(=O)Nc3ccc(S(=O)(=O)N4CCCC4)cc3)nn12	/	/	-4%	-2%	i	0.1	/	14%	/	/
COc1ccc(-n2c(=O)c3ccccc3n(CC(=O)Nc3cc(C)on3)c2=O)cc1OC	-4.9%	8%	3%	3%	i	0.6	1	4%	-3.3%	10%
COc1ccc2nc(C)cc(Sc3nc4ccccc4s3)c2c1	/	/	-1%	-1%	?	/	/	7%	/	/
COc1ccc(-c2nc3c(n2O)CCC/C3=N\O)cc1	-3.4%	16%	2%	-4%	i	7.1	1	7%	-2.0%	19%
Cc1ccccc1-n1nc2c(c1NC(=O)c1c(-c3ccccc3Cl)noc1C)CS(=O)(=O)C2	-3.0%	8%	4%	-4%	i	6.1	1.1	2%	-1.1%	9%
O=C(/C=C/c1cccs1)Nc1ccc(N2CCOCC2)c(S(=O)(=O)Nc2cc(Cl)ccc2Cl)c1	-0.8%	-9%	8%	-2%	i	1.3	1	35%	-2.8%	-3%
O=C(CN1C(=O)NC2(CCCC2)C1=O)NCCC1=CCCCC1	-6.1%	-10%	3%	0%	i	0.7	1	9%	-1.7%	-11%
O=C(CCCN1C(=O)c2cccc3cccc(c23)C1=O)Nc1ccon1	-3.1%	1%	7%	-6%	i	0.3	1.1	9%	-0.7%	2%
Cc1cccc(Sc2nc(-c3ccccc3)ncc2C(=O)O)c1	-3.6%	-23%	0%	-4%	i	0.2	1	0%	0.0%	-26%
O=C(c1ccc(C(=O)N2CCOCC2)s1)N1CCOCC1	-1.4%	-4%	-1%	-12%	i	0.8	1.1	4%	3.2%	-5%
FC(F)(F)Oc1ccc(NC(=S)Nc2ccc(OC(F)(F)F)cc2)cc1	/	/	-6%	0%	i	0.4	/	9%	/	/
O=C(COC(=O)c1ccc2ccccc2c1O)NCC(F)(F)F	/	/	2%	-8%	i	0.2	/	-6%	/	/
CC(C)n1c(N2CCN(C(=O)Nc3ccccc3)CC2)nc2ccccc21	-5.4%	-7%	-2%	-9%	i	0.0	1.1	17%	-1.8%	-3%
Cc1ccc(/C([O-])=C(/C(=S)NCc2ccccc2)[n+]2cccc(CO)c2)cc1[N+](=O)[O-]	-16%	24%	5%	1%	i	0.8	1.1	2%	0.4%	-9%

In the list so far, these contain fluorine.
SMILES	XIAP antagonists	PMI inhibition	P. falciparum M1AAP	LYP inhibition	Myeloid diff MLP	Myeloid diff MLP GFP+ MAC1+ %	TNAP activators	P. falciparum M17LAP	CSM14.1 death rescue	human PMI inhibition
N#CC1=C(S)N(c2ccc(F)cc2)C2(CCCCC2)NC1=O	-2.9%	0%	2%	0%	i	0.2	1.2	0%	0.1%	0%
O=C(COc1ccc(Cl)cc1Cl)NNC(=S)Nc1ccc(F)cc1	-1.9%	3%	2%	-1%	i	4.2	1	23%	-1.0%	9%
O=C(CNC(=O)c1cccc(F)c1)N/N=C/c1cc(Br)ccc1OC(=O)/C=C/c1ccco1	-3.0%	-8%	33%	5%	i	0.3	1.1	15%	0.7%	-4%
CC(C)(C)c1cc(OC(=O)c2ccccc2F)ccc1O	-3.2%	38%	2%	-1%	i	0.9	1	11%	-0.8%	19%
FC(F)(F)Oc1ccc(NC(=S)Nc2ccc(OC(F)(F)F)cc2)cc1	/	/	-6%	0%	i	0.4	/	9%	/	/
O=C(COC(=O)c1ccc2ccccc2c1O)NCC(F)(F)F	/	/	2%	-8%	i	0.2	/	-6%	/	/
